p53 reactivator = restores transcriptional activity of mutant p53; H1299 p53-A138V BP100-luciferase reporter, luminescence, 24 h; Potency, µM (highest dose often 92.2 µM), for the others: at the top dose activity change, positive = activation, usual class: activators; hit rate 0.063% among 320,000; AID 504706; further: potency means the concentration at half of the fitted maximal effect; % of control where 0% means no effect; nearly all actives have a fitted effect of over 45% in size
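p53-null H1299 cells stably carrying temperature-sensitive p53-A138V and a BP100-luciferase reporter were pinned with compounds (4-point, 1:5 series) and held 24 hrs at 37 deg C. Luminescence was read 10 min after detection reagent.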
RORg inh = blocks mouse ROR gamma transcriptional activity; hit rate 5.4% among 310,000; P51450; Potency, µM (top dose mostly 53.6 µM), for the others: top-dose activity change, negative = inhibition, most hits filed as inhibitors; Drosophila S2 Gal4-RORgamma UAS-luciferase reporter, 20 h; further: potency means the concentration at half of the fitted maximal effect; on the % scale 0 is the no-effect control and ±100 the full control effect; nearly all actives have a fitted effect of over 60% in size
Target sequence (P51450 whole entry, looked up, the tested form may be a part): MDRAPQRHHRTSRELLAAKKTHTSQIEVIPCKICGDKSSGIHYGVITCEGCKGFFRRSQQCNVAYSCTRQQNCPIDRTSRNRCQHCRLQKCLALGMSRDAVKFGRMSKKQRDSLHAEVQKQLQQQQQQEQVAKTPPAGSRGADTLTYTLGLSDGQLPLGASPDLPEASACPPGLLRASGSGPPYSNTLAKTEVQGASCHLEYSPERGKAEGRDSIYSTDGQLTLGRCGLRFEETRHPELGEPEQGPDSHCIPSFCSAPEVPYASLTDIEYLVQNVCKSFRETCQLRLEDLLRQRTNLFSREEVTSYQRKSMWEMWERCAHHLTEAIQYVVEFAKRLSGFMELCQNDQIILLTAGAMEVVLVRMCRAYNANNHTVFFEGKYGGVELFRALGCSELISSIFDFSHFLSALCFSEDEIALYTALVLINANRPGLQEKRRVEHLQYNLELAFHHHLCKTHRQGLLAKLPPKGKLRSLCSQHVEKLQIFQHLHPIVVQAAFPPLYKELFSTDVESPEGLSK
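Drosophila S2 cells stably expressing Gal4-DBD/mouse RORγ fusion under metallothionein promoter plus UAS-luciferase; compound 1 h, then 700 uM CuSO4 induction for 20 h at ambient temperature; inhibition read as reduced luminescence.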
Rab9 promoter act = activators of Rab9 promoter; Potency, µM (top dose mostly 9.22 µM), inactives show at the highest dose activation, negative = inhibition, hits mostly activators; AID 485297; Huh7 Rab9 promoter-luciferase reporter, luminescence, 24 h; hit rate 2.8% among 320,000; further: potency means the concentration at half of the fitted maximal effect; % of control where 0% means no effect; nearly all actives have a fitted effect of over 60% in size
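Stable Rab9-luc Huh7, 1500 cells/well, 2 h settle; cmpd in DMSO, 24 h, 37 °C/5% CO2; luciferase reagent 10 min RT; luminescence.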
Tb PFK block = T. brucei PFK enzyme inhibition. O15648. T. brucei PFK, ADP-Glo luminescence. Potency, µM (titrated, usually from 57.5 µM), for the others: at the top dose activity, negative = inhibition, usual class: inhibitors. hit rate 0.17% among 330,000. AID 485367;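 further: potency means the concentration at half of the fitted maximal effect; 0% = uninhibited 1x PFK enzyme wells and -100% = no-enzyme wells; nearly all actives have a fitted effect of over 60% in size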
Target sequence (O15648 whole entry, looked up): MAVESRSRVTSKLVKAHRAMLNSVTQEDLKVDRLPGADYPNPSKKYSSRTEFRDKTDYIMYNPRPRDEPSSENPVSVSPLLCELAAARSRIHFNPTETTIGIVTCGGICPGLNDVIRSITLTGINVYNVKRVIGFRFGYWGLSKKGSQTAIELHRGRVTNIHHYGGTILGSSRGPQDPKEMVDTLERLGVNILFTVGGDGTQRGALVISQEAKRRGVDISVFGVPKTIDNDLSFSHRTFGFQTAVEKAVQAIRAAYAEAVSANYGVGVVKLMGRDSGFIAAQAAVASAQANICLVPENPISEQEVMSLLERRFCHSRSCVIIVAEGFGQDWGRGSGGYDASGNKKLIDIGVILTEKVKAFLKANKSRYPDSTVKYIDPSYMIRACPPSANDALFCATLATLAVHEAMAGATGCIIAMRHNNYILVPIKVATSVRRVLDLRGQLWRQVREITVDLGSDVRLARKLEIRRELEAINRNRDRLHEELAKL
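Activity is normalized to no-enzyme wells (full inhibition) and 1.25 nM enzyme wells (no inhibition). Reaction: 0.5 mM F6P, 0.1 mM ATP, 45 min RT, ADP-Glo luminescence; concentration-response curves fitted and classed by quality.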
ELG1 genotox = induces genotoxicity in HEK293T cells with luciferase-tagged ELG1; HEK293T ELG1-luciferase reporter, luminescence, 16 h; Potency, µM (top dose mostly 46 µM), for the others: at the top dose activity change, positive = activation, actives largely listed as activators; hit rate 1.3% among 330,000; AID 504466; further: potency means the concentration at half of the fitted maximal effect; % of control where 0% means no effect; nearly all actives have a fitted effect of over 60% in size
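Quantitative HTS format in 1536-well plates. HEK293T ELG1-luciferase reporter cells receive test compound and are incubated 16 hr at 37 °C, 5% CO2; ONE-Glo added, 30 min room temperature, then luminescence read.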
ELG1 repair inh = blocks ELG1-dependent DNA repair in HEK293T cells | HEK293T ELG1-luciferase reporter, luminescence, 16 h; DNA damage induced by 5-fluorouridine | Potency, µM (titrated, usually from 46.1 µM), for inactives: at the highest dose activity change, negative = inhibition, hits mostly inhibitors | hit rate 2.3% among 330,000; further: potency means the concentration at half of the fitted maximal effect; on the % scale 0 is the no-effect control and ±100 the full control effect; nearly all actives have a fitted effect of over 55% in size
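Quantitative HTS, concentration-response format. 2,000 cells/well co-treated with 5-fluorouridine and compound, 16 hr in 5% CO2 at 37 °C; ONE-Glo luminescence read after 30 min.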
Gal4-VP16 FLuc = counter-screen for ROR gamma inhibitors: Gal4-VP16 reporter; Drosophila S2 Gal4-VP16 UAS-luciferase, luminescence, 20 h; Potency, µM (top dose mostly 53.6 µM), for inactives: top-dose activity, negative = inhibition, hits mostly inhibitors; hit rate 3.5% among 310,000;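 further: Gal4-VP16 expression switched on by copper sulfate through the metallothionein promoter; potency means the concentration at half of the fitted maximal effect; on the % scale 0 is the no-effect control and ±100 the full control effect; nearly all actives have a fitted effect of over 50% in size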
NPC1 promoter act = activators of NPC1 promoter. AID 485313. Potency, µM (highest dose often 9.22 µM), without a hit: top-dose activation, usual class: activators. hit rate 2.4% among 320,000. Huh7 NPC1 promoter luciferase reporter, 24 h;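 further: potency means the concentration at half of the fitted maximal effect; % of control where 0% means no effect; nearly all actives have a fitted effect of over 60% in size; reporter is driven by a mutant NPC1 promoter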
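Stable NPC1-promoter luciferase Huh7 line; cpd (DMSO) 24 h, 37 °C, 5% CO2; Amplite luciferase reagent 10 min RT; luminescence readout. qHTS format.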
TRPV1 ag = activates the human vanilloid receptor TRPV1; Q8NER1; TRPV1-expressing cells, Fluo-8 calcium influx, agonist mode; activation, % at 8.33 µM; hit rate 0.19% among 320,000; AID 540275; in the data active means activation above about 80%; inconclusive means between about 30% and that limit; further: 0% is about no effect
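Fluo-8 calcium influx in TRPV1-expressing cells, kinetic read (ex 480/em 520 nm). Compound added and read 3 min for agonist activity, followed by capsaicin at EC20 final and 2 min further read for enhancement.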
FLuc modulator = inhibits or activates purified firefly luciferase, miR-21 counter-screen | purified FLuc, Km substrates, luminescence inhibition | Potency, µM (doses to about 57.5 µM), for the others: at the highest dose activity change, negative = inhibition, hits mostly inhibitors | hit rate 6.9% among 360,000 | AID 588342;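 further: potency means the concentration at half of the fitted maximal effect; plate controls were vehicle for no effect and reference inhibitor for full effect; nearly all actives have a fitted effect of over 55% in size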
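Purified P. pyralis luciferase, 10 nM final, with Km-level 10 uM D-luciferin and 10 uM ATP in 50 mM Tris acetate pH 7.5, 10 mM Mg acetate, 0.01% Tween-20, 0.05% BSA; 6-point qHTS titration about 60 µM downward; luminescence read.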
BRCA1 expr up = increases BRCA1 expression. MCF7-BRCA1-FFLuc reporter, luminescence, 48 h; response scale: scaled: vehicle 0%, 10 µM genistein 100%. Potency, µM (doses to about 46.1 µM), for inactives: top-dose activation, most hits filed as activators. hit rate 1.1% among 380,000. AID 624202; further: potency means the concentration at half of the fitted maximal effect; nearly all actives have a fitted effect of over 80% in size; some results filed as inactive show a strong effect at the top dose
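Reporter cells (MCF7, BRCA1 promoter-firefly luciferase) received library compounds across a concentration series for 48 h. End-point luminescence was measured and concentration-effect curves derived after normalization.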
An asterisk follows results filed as active; ? = inconclusive; . = no result given; [ ] = remark or other dose. Unless noted, the call rests on the fitted dose curve; in most records, active means well fitted curve in the direction sought with a large enough effect; inconclusive means small, poorly fitted or top-dose-only effect, or another doubt; inactive means no such curve, though single readings can be large; an effect the other way counts as inactive or inconclusive.

SMILES	p53 reactivator	RORg inh	Rab9 promoter act	Tb PFK block	ELG1 genotox	ELG1 repair inh	Gal4-VP16 FLuc	NPC1 promoter act	TRPV1 ag	FLuc modulator	BRCA1 expr up
CN(CC(=O)Nc1ccc(F)cc1)C(=O)COC(=O)CSc1ccc(F)cc1	0%	.	9%	-2%	2%	1%	.	-1%	7	-11%	-19%
Cc1nn(CC(=O)O)c(C)c1[N+](=O)[O-]	19%	-23%	-4%	0%	3%	14%	4%	0%	0	3%	-8%
Cc1nc2ccccn2c1/C(O)=C1\C(=O)C(=O)N(CCN2CCOCC2)C1c1cccnc1 (stereo not given)	-4%	-2%	-3%	6%	1%	?	-5%	6%	1	1%	-20%
Cc1cc(C)c2c(CN3CCN(Cc4ccc5c(c4)OCO5)CC3)cc(=O)oc2c1C	-4%	2%	-1%	0%	-3%	-1%	-10%	-9%	1	3%	-18%
CCNc1nc(NCC)n2c(SCC(=O)Nc3cc(OC)ccc3OC)nnc2n1	13%	.	9%	0%	-1%	-4%	.	9%	3	6%	7%
CCCCCC(=O)NC(CC(=O)OC)c1ccc2c(c1)OCO2 (stereo not given)	-6%	-6%	-5%	-1%	0%	-1%	2%	1%	4	-1%	0%
COc1ccc(C2=NN(C(=O)c3ccccc3C(=O)O)C(c3ccccc3O)C2)cc1 (stereo not given)	?	8%	2%	2%	?	?	?	3%	4	?	?
O=c1c2ccccc2nc(SCc2ccc(F)cc2Cl)n1CCCN1CCOCC1	3%	1%	-5%	12%	-5%	1%	-1%	3%	-3	3%	-1%
COc1cc(/C=N/NC(=O)c2cccs2)ccc1O	20%	-14%	?	1%	21µM*	?	-4%	29%	2	11µM*	-2%
CCc1nc2ccc(C(=O)NCCc3ccco3)cc2nc1CC	?	0%	?	-3%	?	?	-1%	?	-2	?	?
O=c1[nH]c2ccccc2c2ccccc12	-3%	8%	-11%[46.1 µM]	-8%	2%	?	8%	-1%[46.1 µM]	2	-11%	1%
Cc1ccc(CSc2nnc(CC(=O)Nc3ccc(C)cc3)n2C)cc1	-1%	1%	-1%	2%	1%	-6%	-1%	-3%	0	-1%	2%

As a working copy, some entries already given:
SMILES	p53 reactivator	RORg inh	Rab9 promoter act	Tb PFK block	ELG1 genotox	ELG1 repair inh	Gal4-VP16 FLuc	NPC1 promoter act	TRPV1 ag	FLuc modulator	BRCA1 expr up
O=c1[nH]c2ccccc2c2ccccc12	-3%	8%	-11%[46.1 µM]	-8%	2%	?	8%	-1%[46.1 µM]	2	-11%	1%
Cc1ccc(CSc2nnc(CC(=O)Nc3ccc(C)cc3)n2C)cc1	-1%	1%	-1%	2%	1%	-6%	-1%	-3%	0	-1%	2%

(listing goes on)
SMILES	p53 reactivator	RORg inh	Rab9 promoter act	Tb PFK block	ELG1 genotox	ELG1 repair inh	Gal4-VP16 FLuc	NPC1 promoter act	TRPV1 ag	FLuc modulator	BRCA1 expr up
O=C(NCc1ccco1)C1CCC(N2C(=O)c3ccccc3C2=O)CC1 (stereo not given)	-14%	7%	-5%	3%	0%	-21%	3%	-2%	19	-1%	4%
O=S(=O)(c1ccc(Cl)cc1)N1CCN=C1SCc1cccnc1	4%	0%	-2%	-1%	-1%	-15%	10%	-1%	-4	-1%	17%
COc1ccc(C2=NN(C(=O)CSc3ncccn3)C(c3ccc(C)cc3)C2)cc1 (stereo not given)	-25%	39%	0%	-5%	-3%	?	-21%	1%	5	-2%	-68%
Cn1c(NC(=O)c2cccnc2)nc2ccccc21	4%	?	3.5µM*	-6%	7%	?	-4%	3.2µM*	6	?	?
CCn1cc(C(=O)N2CCCC(N3CCN(c4cccc(C(F)(F)F)c4)CC3)C2)cn1 (stereo not given)	-3%	44%	0%	4%	-5%	14%	-10%	-24%	9	2%	0%
CN1CCN(NC(=O)Nc2ccc([N+](=O)[O-])cc2)CC1	-1%	-1%	-1%	1%	-1%	7%	-8%	1%	1	-1%	-4%
Cc1ccc2c(c1)c(=O)c1c3n2CCN(C(=O)CCl)C3CC1 (stereo not given)	5%	4%	-49%[inhibitor]	-8%	1%	?	-22%	-27%	0	-7%	-30%
CCOC(=O)/C(C#N)=C\c1ccc(OC)c(OC)c1	12%	1%	-17%	0%	0%	11%	3%	-10%	7	-7%	-5%
COc1ccc(C)cc1NC(=O)CN1C(=O)c2cccc3cccc1c23	-2%	-11%	-1%	-2%	2%	-17%	4%	2%	-7	-1%	-23%
O=c1cc(Cc2ccccc2)[nH]c(=S)[nH]1	-1%	-13%	-3%	-2%	0%	11%	8%	-2%	2	-15%	-17%
CCCc1nnc(NC(=O)CCC(=O)N2CCCCCC2)s1	-5%	26%	3%	-4%	0%	0%	5%	6%	-2	1%	0%
O=C(O)c1ccc2c(c1)C(c1ccccc1)OC2=O (stereo not given)	-2%	1%	1%	0%	2%	4%	4%	-1%	-2	1%	1%
CCOc1nc(NCCc2ccc(OC)c(OC)c2)nc(N2CCN(c3ccc(OC)cc3)CC2)n1	1%	1%	-7%	2%	8%	?	-3%	-1%	7	5%	2%[1.84 µM]
Cc1cccc2cc(CN(Cc3ccco3)C(=O)c3ccco3)c(=O)[nH]c12	-4%	27%	5%	2%	-3%	1%	10%	-48%[inhibitor]	4	-1%	-9%
Cc1ccc(-n2c(CSc3nc(C)cc(C)n3)nnc2SCC(=O)Nc2nccs2)cc1	2%	3%	-4%	-3%	-1%	-7%	-16%	-2%	-3	-2%	14%
Cc1ccc2cc(CN(CCN3CCCC3)C(=O)Nc3ccccc3)c(=O)[nH]c2c1C	8%	26%	-1%	3%	0%	-21%	-10%	-5%	1	-1%	-31%
Cc1cc(C(F)(F)F)nn1Cc1n[nH]c(=S)n1-c1ccc(Cl)cc1	-1%	?	-1%	-3%	-1%	-3%	?	-1%	-2	2%	-4%
CCc1c(C)c(C#N)c2nc3ccccc3n2c1Nc1c(C)n(C)n(-c2ccccc2)c1=O	-2%	10%	0%	2%	1%	-15%	-3%	0%	-1	4%	0%
CC12CCC(=O)N1C(C(=O)NNC(=O)c1ccccc1Cl)CS2 (stereo not given)	-1%	.	-7%	-2%	-1%	10%	.	2%	-1	4%	10%
O=C(c1cc([N+](=O)[O-])cc([N+](=O)[O-])c1)N1CCOCC1	10%	-29%	-4%	-5%	1%	0%	4%	-1%	0	-1%	-34%
O=C(Cn1c(=O)[nH]c2ccccc2c1=O)N1CCN(c2cccc(Cl)c2)CC1	25%	5%	-5%	-6%	-6%	13%	-4%	-4%	16	-1%	-1%
CC1CN(S(=O)(=O)c2ccc(-c3nc4ccccc4s3)cc2)CC(C)O1 (stereo not given)	2%	-2%	6%	0%	5%	20%	-4%	9%	9	0%	1%
COc1ccc(N2C(=O)CC(Sc3nnc(-c4ccccc4)o3)C2=O)cc1 (stereo not given)	-16%	5.6µM*	-5%	0%	2%	12%	?	2%	19	?	3%[1.84 µM]
COc1ccc(NC(=O)CN2C(=O)C(=O)N(C3CCCC3)C2=O)c(OC)c1	1%	.	.	0%	1%	?	.	.	.	.	-32%
CCC(=O)Nc1ccc(C(=O)N2CCN(C(=O)c3ccco3)CC2)cc1	-3%	12%	2%	1%	-6%	-23%	-6%[10 µM]	-4%	-4	-4%	-16%
Cc1cc(C)c(C)c(S(=O)(=O)NCc2ccc(C(=O)N3CCCC3)cc2)c1C	-2%	22%	0%	0%	-5%	6%	-2%	-6%	1	6%	-11%
Cc1oc2cc3oc(=O)c(CCC(=O)NCCCN4CCCC4=O)c(C)c3cc2c1C	.	10%	-1%	0%	6%	15%	-1%	2%	1	-3%	7%
COc1ccc(CN2CC(=O)N(c3ccc(C)cc3)C2=S)cc1OC	-8%	27%	-5%	-12%	0%	-8%	5%	-1%	20	8%	-11%
Cn1c(COc2ccc(Cl)cc2Cl)nnc1SCC(=O)NCC1CCCO1 (stereo not given)	-1%	11%	-1%	0%	-1%	12%	-7%	1%	-2	-2%	2%
Cn1c(CCN2CCCC2)nc2cc(NS(=O)(=O)c3ccc(Cl)cc3)ccc21	-27%	-15%	0%	0%	5%	26%	-8%	0%	-1	1%	-45%
O=[N+]([O-])c1ccc(CCn2ccnc2)cc1	9%	-2%	3%[1.84 µM]	-9%	-1%	-3%	-3%	-10%	-2	5%	4%
CC1(C)Cc2noc(N)c2C(C)(C)N1OC(=O)c1scc2c1OCCO2	5%	-27%	-6%	2%	0%	-8%	0%	2%	1	10%	-11%
CCc1ccc(OCC(=O)NC(C)C)cc1	0%	-2%	1%	0%	7%	13%	-7%	1%	?	-13%	-4%
O=Cc1ccc(-c2cccc([N+](=O)[O-])c2)o1	1%	27%	-3%	-10%	3%	12%	-6%	-2%	2	-4%	-1%
O=C(COC(=O)c1ccc(Br)cc1)Nc1cccnc1Cl	1%	.	-4%	1%	4%	11%	.	-1%	5	-3%	-1%
